Compound activity as filed in PubChem BioAssay.
EPAC2 agonist = EPAC2 (human) agonism; AID 720711; Potency, µM (titrated, usually from 154 µM), for the others: at the top dose activation, actives largely listed as activators; 360,000 tested, 0.079% active; EPAC2 activation, biochemical qHTS; response scale: 100% = 6.5 mM cAMP response; Q8WZA2; note: potency is the fitted concentration of half-maximal effect; nearly all actives have a fitted effect of over 50% in size
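Compounds were added across a concentration range to EPAC2 (100 nM), RAP1B-BODIPY-GDP (250 nM) and GDP (50 uM). After 5 min at room temperature, fluorescence was recorded at 5-min intervals for 30 min.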
MmCpn inh = M. maripaludis TRiC chaperonin inhibition; purified Mm-Cpn ATPase, ADP Transcreener TR-FRET; Potency, µM (top dose mostly 76.9 µM), for inactives: top-dose activity, negative = inhibition, hits mostly inhibitors; 330,000 tested, 0.031% active; AID 504842; note: potency is the fitted concentration of half-maximal effect; % is set by controls: 0 for no effect and ±100 for the full control effect; nearly all actives have a fitted effect of over 80% in size
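Measured: ADP formation by purified Mm-CPN. Conditions: 25 nM protein, 10 uM ATP, Tris pH 7.4 with Mg2+, K+ and DTT, 37°C for 30 min. Detection: Transcreener HTRF after 30 min at room temperature.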
Akt phos inh = blocks phosphorylation of Akt. Neuro2A IGF-stimulated pAkt S473 HTRF, 20 min; hits give low values. activity change, % for hits at 50 µM. 360,000 tested, 0.32% active. AID 651550; in the data active = activity change below about -80%; inconclusive = mostly about -51% to -80%; note: % is set by controls: 0 for no effect and ±100 for the full control effect
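Neuro2A cells in DMEM with 0.5% FBS, overnight at 37 deg C, given compound at single 50 µM final, then IGF (6 nM final) for 20 min at 37 deg C. Lysed; phospho-Akt Ser473 by HTRF after 24 h, 665/615 ratio.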
D3 ag = activates the human D3 dopamine receptor | 410,000 tested, 0.58% active | D3R DiscoveRx beta-arrestin cells, luminescence, 90 min | AID 652048 | P35462 | max activation, %; in the data active = max activation above about 30%; note: 0% is about no effect; mostly tested at two doses, the higher about 12 µM
Target sequence (P35462 whole entry, looked up): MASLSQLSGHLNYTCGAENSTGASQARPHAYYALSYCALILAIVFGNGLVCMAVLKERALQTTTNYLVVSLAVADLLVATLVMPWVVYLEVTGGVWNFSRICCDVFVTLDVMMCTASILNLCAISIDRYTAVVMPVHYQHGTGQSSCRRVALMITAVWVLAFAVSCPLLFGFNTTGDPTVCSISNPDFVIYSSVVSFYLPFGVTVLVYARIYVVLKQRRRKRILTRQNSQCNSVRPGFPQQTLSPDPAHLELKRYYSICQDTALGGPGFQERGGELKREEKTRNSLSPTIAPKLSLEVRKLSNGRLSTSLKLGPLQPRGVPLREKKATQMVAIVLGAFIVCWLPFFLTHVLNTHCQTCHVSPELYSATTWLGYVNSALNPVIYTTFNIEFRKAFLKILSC
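Agonist mode: compounds and dopamine controls were applied to plated cells for 90 min at 37 degrees C after an overnight attachment at 1500 cells/well. Luminescent read-out followed 30 - 60 minutes at room temperature with DiscoveRx detection reagent.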
EPAC2 antagonist = blocks human EPAC2 exchange factor | 360,000 tested, 0.18% active | Q8WZA2 | EPAC2 GEF exchange of Rap1B-BODIPY-GDP, fluorescence | Potency, µM (doses to about 114 µM), without a hit: top-dose activity, negative = inhibition, most hits filed as inhibitors; note: potency is the fitted concentration of half-maximal effect; % is set by controls: 0 for no effect and ±100 for the full control effect; nearly all actives have a fitted effect of over 45% in size; many of its hits are not listed in these tables
CCT modulator = changes cytosolic chaperonin activity; purified chaperonin ATPase assay, HTRF ADP detection, 30 min; activity change, % (concentration not given with the values), hits read low; 360,000 tested, 0.3% active; AID 651819; in the data active = activity change below about -30%; note: % is set by controls: 0 for no effect and ±100 for the full control effect
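Enzyme 40 or 20 nM (batch-dependent) in Tris pH 7.4/KCl/MgCl2/DTT; cpd 76 uM single point; ATP 10 uM; 30 min 37 °C; Transcreener ADP HTRF detection, 30 min RT; ratio 665/615.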
PTHR1 agonist = activates the human parathyroid hormone receptor PTHR1; Q03431; HEK293 GP2 PTHR1 cells, GloSensor cAMP luminescence, 1 h; Potency, µM (doses to about 115 µM), for the others: top-dose activation, hits mostly activators; 410,000 tested, 0.075% active; AID 743266; note: potency is the fitted concentration of half-maximal effect; nearly all actives have a fitted effect of over 55% in size; some results filed as inactive show a strong effect at the top dose; inactives centre near -15; many of its hits are not listed in these tables
Target sequence (Q03431 whole entry, looked up): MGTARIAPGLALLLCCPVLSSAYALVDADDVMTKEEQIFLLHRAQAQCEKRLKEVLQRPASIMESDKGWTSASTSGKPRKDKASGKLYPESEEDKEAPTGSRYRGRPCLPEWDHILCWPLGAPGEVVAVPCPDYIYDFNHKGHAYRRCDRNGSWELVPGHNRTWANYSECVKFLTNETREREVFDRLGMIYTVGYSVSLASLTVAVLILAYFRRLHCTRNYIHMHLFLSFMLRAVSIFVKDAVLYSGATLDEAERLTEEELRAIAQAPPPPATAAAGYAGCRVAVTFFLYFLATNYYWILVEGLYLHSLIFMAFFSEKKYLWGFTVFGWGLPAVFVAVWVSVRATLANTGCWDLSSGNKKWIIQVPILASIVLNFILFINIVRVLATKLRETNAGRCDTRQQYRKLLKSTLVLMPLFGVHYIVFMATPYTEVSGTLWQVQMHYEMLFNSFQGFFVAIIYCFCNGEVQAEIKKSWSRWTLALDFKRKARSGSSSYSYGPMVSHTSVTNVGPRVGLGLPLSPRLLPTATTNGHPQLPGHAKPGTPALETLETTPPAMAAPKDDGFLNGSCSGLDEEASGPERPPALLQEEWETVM
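HEK-293-derived GP2 cells expressing PTHR1 and a GloSensor cAMP reporter, 3,000/well, plated overnight, given luciferin plus IBMX (each 0.5 mM as added) for 1 h at 37 °C, then compound for 1 h at 37 °C. Luminescence was read after 15 min at room temperature.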
DRD3 antagonist = D3 dopamine receptor (human) antagonism; P35462; D3R cells, DiscoveRx beta-arrestin luminescence, antagonist mode; hits give low values; max response, negative = inhibition, %; 360,000 tested, 2.5% active; in the data active = max response below about -50%; inconclusive = no clear call, values can overlap the other calls; note: % is set by controls: 0 for no effect and ±100 for the full control effect; mostly tested at two doses, the higher about 12 µM
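Cells expressing the human receptor were seeded at 1500 cells/well, incubated overnight at 37 degrees C in 5% CO2, then exposed to library compounds with dopamine controls for 90 minutes at 37 degrees C before luminescent detection.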
Numbers without * were called inactive; i = inactive; ? = inconclusive; . = not tested or not shown; & = joins results of further samples; [ ] = another dose, or the depositor's remark. Unless noted, calls come from the whole dose curve; as a rule, active = well fitted curve in the direction sought with a large enough effect; inconclusive = small, poorly fitted or top-dose-only effect, or another doubt; inactive = no such curve, though single readings can be large; an effect the other way counts as inactive or inconclusive. This is a subset; count on the stated rates, not on these rows.

SMILES | EPAC2 agonist | MmCpn inh | Akt phos inh | D3 ag | EPAC2 antagonist | CCT modulator | PTHR1 agonist | DRD3 antagonist
Oc1ccccc1/C=N/NC(=S)NC1CC2CC1C1C=CCC21 (configuration not stated) | 15% | -12% | i | 11 | -10% | -1.1 | -50%[inhibitor] | -9
O=C(/C=C/c1ccc(Cl)cc1Cl)Nc1ccc(CN2CCOCC2)cc1 | 11% | -1% | i | -3 | -16% | -2.6 | -43%[inhibitor] | -3
COc1ccccc1NC(=O)CSc1nnc(CNC(=O)c2ccco2)o1 | 2% | . | i | -1 | 7% | 1.3 | -7%[57.5 µM] | 17
Cc1nc(N2CCN(c3ccccc3)CC2)nc2c1C(=O)CC(c1ccccc1)C2 (configuration not stated) | 5% | 1% | i | -7 | 5% | -5.8 | -5%[57.5 µM] | ?
O=C(CCC1CCCN(Cc2ccc3c(c2)OCCO3)C1)NCc1ccc(F)c(F)c1 (configuration not stated) | 12% | 0% | i | -4 | 0%[57.1 µM] | -0.9 | -3% | -5
COc1ccc2nc(NC(=O)CSc3nnc(C)s3)sc2c1 | 3% | 1% | i | 15 | -3% | -3.4 | 5%[57.5 µM] | 20
CCOC(=O)c1cnc2cc(-c3ccc(Br)cc3)nn2c1C | -9% | -5% | i | 8 | -15% | 1.0 | -16% | 27
CC1(C)Cc2nc3oc4c(NCCCN5CCOCC5)ncnc4c3cc2CO1 | 3% | -1% | i | -6 | -6% | -0.7 | i | 2
O=C(NCC1CCCO1)C12CN(Cc3ccccc3)CC1C(c1cccc([N+](=O)[O-])c1)=NO2 (configuration not stated) | 2% | 1% | i | -26 | 5% | -3.1 | -14% | -2
O=C(COc1ccccc1F)Nc1nc(-c2ccccn2)cs1 | -4% | 3% | i | 1 | -6% | -0.2 | i | 6
O=[n+]1c2c(n([O-])c3cc(Br)ccc31)CCCC2 | -10% | 0% | i | -5 | 11% | -1.5 | i | 3
COC(=O)c1ccc(C2c3c(oc4ccccc4c3=O)C(=O)N2CCCN2CCOCC2)cc1 (configuration not stated) | -1% | 0% | i | 5 | 5% | 0.0 | i | 5
CCOC(=O)N1CCN(C(=O)c2cc(C)no2)CC1 | 6% | -3% | i | 0 | 2% | -0.5 | -27% | -16
CCc1ccc(-c2cc(C(=O)NN3CCN(C)CC3)c3ccccc3n2)cc1 | 0% | -1% | i | 2 | 3% | -6.7 | -6% | 6
Cc1cccc(N2CCN(C(=O)CCCn3c(=O)c4cccn4c4cccnc43)CC2)c1C | 3% | -1% | i | 14 | -23% | -2.2 | -37%[inhibitor] | 32
O=C1N/C(=N/S(=O)(=O)Cc2ccccc2)S/C1=C/c1ccc2c(c1)OCO2 | 2% | 1% | i | 2 | -15% | 0.8 | ? | -14
Cc1c([N+](=O)[O-])cc(C(=O)Oc2cccc(C(=S)N3CCOCC3)c2)cc1[N+](=O)[O-] | 11% | 1% | i | -6 | 1% | -2.0 | -21% | -19
CCOC(=O)c1cc(C(C)(C)C)n(CCCN2CCOCC2)c1C | -2% | -1% | i | -1 | 14% | 1.1 | -6% | 4
CCOc1ccccc1N1C(=O)CC(Sc2n[nH]c(-c3ccccc3)n2)C1=O (configuration not stated) | 1% | -2% | i | -1 | 2% | -1.5 | -7% | -24
O=C(NCc1ccccc1)C(c1ccc(-c2ccccc2)cc1)N1CCN(C(=O)C2CCCO2)CC1 (configuration not stated) | 15% | . | i | 4 | -5% | . | i | 2
Cc1[nH]n(-c2c(Cl)cc(Cl)cc2Cl)c(=O)c1C=Nc1ccc(S(=O)(=O)N2CCOCC2)cc1 | -6% | 1% | i | 4 | -8% | 1.0 | i | -20
CC(C)C(=O)NC(=O)[C@@H]1CCCN1C(=O)/C=C/c1ccccc1 | 6% | 1% | i | -2 | -4% | 0.2 | -23% | 18
CN(C)c1ccc(/C=N/c2cc(-c3ccccc3)nn2-c2ccccc2)cc1 | 1% | 1% | i | -2 | -4% | 1.7 | -37%[inhibitor][57.5 µM] | 20
O=C1C(=O)N(Cc2ccco2)C(c2cccc(Cl)c2)/C1=C(\O)c1ccc2c(c1)OCCO2 (configuration not stated) | 1% | -3% | i | 4 | 2% | -6.5 | i | 10
CCn1c(=O)cc(SCC(=O)N2CCN(Cc3ccc4c(c3)OCO4)CC2)c2ccccc21 | -2% | 0% | i | 13 | -3% | -0.9 | -32%[inhibitor] | 16
Cc1cc(C#N)c2ccccc2n1 | 2% | -2% | -109%* | -3 | 1%[57.1 µM] | -1.1 | i | 21
CC(=O)N1c2ccccc2NC(=O)C1(C)C | 9% | . | i | -1 | 1% | 1.4 | i | -8
Cc1ccc2cc(C#N)c(NCCNC(=S)NCCCN3CCOCC3)nc2c1 | -2% | 0% | i | -4 | -7% | -0.8 | i | 5
O=C(/C=C/c1ccc(Cl)cc1)N1CCN(CCN2C(=O)c3cccc4cccc(c34)C2=O)CC1 | 1% | . | i | -3 | 6% | 2.0 | -5% | 2
COc1cccc(NC(=S)N2CCn3cccc3C2c2cccnc2)c1 (configuration not stated) | 6% | -12% | i | -3 | -7% | -3.5 | -65%[inhibitor] | -14
CCOc1ccccc1OC(=O)c1cc2ccccc2oc1=O | -4% | 1% | i | 3 | -12% | 0.6 | -6% | 0
O=c1ccn([C@@H]2O[C@H](CNS(=O)(=O)C3CC3)[C@@H](O)[C@H]2O)c(=O)[nH]1 | 2% | . | i | -2 | 2% | -0.8 | -8% | 0
CC(=O)Nc1ccc(Sc2ccccc2C(=O)Nc2ccc(F)cc2)cn1 | 11% | 0% | i | 7 | -6% | -4.6 | i | 6
NNc1nc2sc3c(c2c(=O)n1Cc1ccccc1)CCC3 | 1% | -2% | i | 17 | -14% | 1.4 | -48%[inhibitor] | -11
C[C@@H](NC(=O)c1ncn2c1C(=O)NC[C@@H]2C)c1ccccc1 | -4% | . | i | 3 | -2% | -0.4 | i | 7
O=C(COC(=O)Cc1c(Cl)cccc1Cl)Nc1ccccc1-c1ccccc1 | 0% | 0% | i | 4 | -7% | 0.0 | -35% | 16
Cc1cc(NC(=O)c2ccc(NC(=O)C3CC3)cc2)no1 | -1% | -25% | i | 1 | 1% | -0.5 | i | 1
Cc1ccc(NC(=O)c2cnccn2)cc1S(=O)(=O)N1CCCCCC1 | 8% | 1% | i | 3 | 4% | -7.3 | -27% | -9
O=C(COc1ccccc1)Nc1ccc(CSc2ccccc2)cc1 | -6% | 1% | i | 4 | -3% | -0.5 | i | -3
C=CC(=O)OCCOCCOCCOCCOC(=O)C=C | -4% | -1% | i | -21 | 1% | 0.7 | i | -25
O=C(NC(NC(=S)N1CCOCC1)C(Cl)(Cl)Cl)c1cccc2ccccc12 (configuration not stated) | 3% | -1% | i | 5 | -14% | 0.9 | -9% | 1
C[C@@H]1OC(C2CCCCC2)N(C)[C@H]2C[C@H]3c4[nH]c5ccccc5c4CCN3C[C@@H]12 (some centres not stated) | 8% | . | i | -14 | -13% | -0.6 | -19% | 0
CCOc1ccccc1CN1CCNC(=O)C1CC(=O)NCCCn1cccn1 (configuration not stated) | 1% | -2% | i | 3 | 1% | -4.2 | -20% | 1
COc1ccc(C2C(C(=O)c3ccccc3)N3c4ccccc4C=CC3C2[N+](=O)[O-])cc1 (configuration not stated) | -27% | -3% | i | 6 | -13% | -2.8 | -31%[inhibitor] | -5
CCc1cc2c(N=Nc3c(O)[nH]c4ccccc34)ncnc2s1 | -2% | 0% | i | 2 | -4% | 1.0 | i | -9
Cn1cnnc1SCC(=O)N1CCN(C(=O)c2ccco2)CC1 | 12% | 0% | i | 5 | -2% | -0.1 | i | 12
FC(F)(F)c1cccc(Oc2cc(C(F)(F)F)nc(-c3ccccn3)n2)c1 | 2% | 0% | i | 17 | -6% | -0.5 | -8%[57.5 µM] | -4
CCCCN1CC(Br)C(=O)NC1=O (configuration not stated) | 0% | . | i | 3 | 14% | -2.0 | -15% | -8
Cc1nc2c3ccccc3nc(NNC(=O)CCC(=O)N3CCN(c4ccc(F)cc4)CC3)n2n1 | -5% | 1% | i | -10&-17 | 11% | -0.3 | -72%[inhibitor] | 4
Cc1ccc(-c2n[nH]c(=S)c3ccccc23)cc1S(=O)(=O)NCC1CCCO1 (configuration not stated) | 12% | -13% | i | 4 | -7% | -0.3 | -20% | -1
Cc1cc(=O)[nH]c(SCC(=O)Nc2ccc(Br)cc2)c1C#N | -13% | 5% | i | 9 | -3% | 0.0 | -18% | 8
COc1ccc(CN2C(=O)C(CC(=O)NCCCCc3ccccc3)CC(C(=O)N(C)C)=C2C)cc1 (configuration not stated) | 2% | . | i | 4 | -7% | 0.5 | i | 9
O=C(O)CN=C1NC2(CCCCC2)Cc2ccccc21 | 5% | 0% | i | 9 | 15% | 0.9 | i | ?
C/C(=C\C(=O)c1ccc(C)cc1)NCc1ccc(F)cc1 | 17% | . | i | 0 | -1% | -0.6 | -33%[inhibitor][57.5 µM] | 10
O=C(Nc1nnc(C2CC2)s1)c1ccco1 | 14% | 0% | i | 5 | -2% | -0.1 | -2% | -4
CSC1=NC2(C[C@H]2c2ccccc2)C(=O)N1C (some centres not stated) | 7% | . | i | -1 | 7% | -0.4 | i | -11
Cc1ccc2nc(-c3ccc(Cl)cc3)c(Cc3cccc(Cl)c3)n2c1 | 9% | . | i | -7 | -5% | -1.2 | i | -14

One compound at a time (already shown):
Cc1nc2c3ccccc3nc(NNC(=O)CCC(=O)N3CCN(c4ccc(F)cc4)CC3)n2n1 in the list: EPAC2 agonist: -5%; MmCpn inh: 1%; Akt phos inh: i; D3 ag: -10&-17; EPAC2 antagonist: 11%; CCT modulator: -0.3; PTHR1 agonist: -72%[inhibitor]; DRD3 antagonist: 4
Cc1cc(=O)[nH]c(SCC(=O)Nc2ccc(Br)cc2)c1C#N in the list: EPAC2 agonist: -13%; MmCpn inh: 5%; Akt phos inh: i; D3 ag: 9; EPAC2 antagonist: -3%; CCT modulator: 0.0; PTHR1 agonist: -18%; DRD3 antagonist: 8
